miR122 inh = miR-122 Renilla sensor signal increase in Huh7, primary screen, miR-122 inhibitor project, cell-based, single point, plate reader. activation (reporter increase), % at 12.5 µM. Huh7 miR-122 Renilla luciferase sensor, 48 h; neutral wells = 0, positive control = 100. 340,000 compounds, 0.3% hits;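 active = mean replicate activation score at least 90 and every replicate individually at or above 90; inconclusive = only one of the two criteria met; inactive = neither criterion met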;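 also: higher luciferase means less miR-122 activity so hits act as miR-122 inhibitors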
FN deposit inh = inhibitors of fibronectin matrix deposition, primary screen, AH1F cells, Alexa488-fibronectin fluorescence, plate reader; AH1F fibroblasts, overnight; inhibition, % at 12.6 µM; 350,000 compounds, 0.086% hits; AID 743247, 2014;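 active = mean inhibition across replicates of 30% or more, regardless of how many single replicates reach that level; inconclusive = mean under 30% yet at least half of replicates reach 30%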;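 also: positive control wells lacked labelled fibronectin entirely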
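Measured by – fluorescence 485/525 nm · System – AH1F fibroblast monolayer, labelled fibronectin deposition · Amount – 10000 cells per well · Buffer or medium – serum-reduced DMEM (2% serum) · Doses – single dose, pinned · Also added – fluorescent fibronectin at 24 nM final · Schedule – 1 h cell attachment, overnight exposure to compound and label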
LGR2 inh = inhibitors of bursicon-induced LGR2 CRE-luciferase signal, primary screen, cell-based, HEK293, CRE-luciferase reporter, bursicon stimulation; 380,000 compounds, 0.35% hits; bursicon-stimulated, 4 h; Drosophila bursicon receptor LGR2 (rickets); inhibition, % at 9.99 µM;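 active = drop in luminescence signal, shown as inhibition above about 50% in the replicate tests, limit read from the data, passing the limit was not always enough; inconclusive = probably only some replicates passing the limit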;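 also: agonist challenge used bursicon conditioned medium at about half maximal strength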
PGC1a acetyl inh = inhibitors of PGC1a acetylation signal, primary screen, cell-based, U2OS, AlphaScreen, inhibitor mode; AlphaScreen anti-acetyl-lysine; with virally co-expressed GCN5 acetyltransferase; inhibition, % at 15.6 µM; 350,000 compounds, 0.17% hits; AID 651687, 2012;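 active = every replicate shows inhibition of at least 40%; inconclusive = mean inhibition at least 40% but some replicate below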;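 also: 0% = neutral control wells and 100% = positive control wells; some results beyond the cut were filed as inactive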
Cneo AK release = Cryptococcus neoformans cell lysis inducers, primary screen, AK release luminescence, single concentration; C. neoformans lysis, adenylate kinase release luminescence, 4 h; normalised: neutral wells 0, clomiphene wells 100; lysis activity, % at 15 µM; 360,000 compounds, 0.2% hits; AID 651654, 2012;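 active = mean lysis activity across replicates of at least 80%, whatever share of replicates individually reach that level; inactive = mean lysis activity below 80%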
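Signal: Adenylate kinase release luminescence | Assay system: Log-phase Cryptococcus neoformans yeast cells | Input: Cells at 5 × 10^6 per mL | Buffer or medium: Fresh YPD growth medium | Compound: Single dose | Schedule: Static 4 h at 37 °C with compound, 1 h detection | Controls: Clomiphene | Read-out: Luminescence rise reflecting yeast cell lysis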
CASP6 VEID inh = human caspase-6 inhibitors, primary screen, biochemical, VEID-R110 fluorescence, single point, set 2. P55212. purified caspase-6, Z-VEID-R110 cleavage fluorescence. inhibition, % at 12.5 µM. 350,000 compounds, 0.53% hits. AID 686996, 2013;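 active = mean inhibition across replicates at least about 35%, with every replicate also reaching that limit, limit read from the data; inconclusive = only one of the two criteria met; inactive = neither criterion met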;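 also: 0% = median of neutral control wells and 100% = no fluorescence left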
Target sequence (P55212 24-179 limits assumed): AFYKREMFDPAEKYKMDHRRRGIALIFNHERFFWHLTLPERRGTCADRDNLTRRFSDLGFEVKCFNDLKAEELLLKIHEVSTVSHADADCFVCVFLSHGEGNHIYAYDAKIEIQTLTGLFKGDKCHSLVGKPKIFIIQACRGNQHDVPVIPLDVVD
Target sequence (P55212 194-293 limits assumed): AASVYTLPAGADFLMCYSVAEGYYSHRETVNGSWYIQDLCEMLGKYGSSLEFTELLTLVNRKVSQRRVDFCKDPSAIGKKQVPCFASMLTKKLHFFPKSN
EWS-Fli block = EWS/Fli-driven NR0B1 reporter inhibitors, primary screen, A673 cells, NR0B1 luciferase, luminescence, MLPCN library; AID 651661, 2012; viability-normalised; inhibition, % at 12.6 µM; 350,000 compounds, 0.67% hits;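 active = mean inhibition of at least 50% after viability correction, with every replicate also passing that limit; inconclusive = mean reaches 50% but only one of two replicates passes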;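 also: firefly luciferase signal divided by Alamar Blue viability fluorescence both relative to DMSO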
PAX8 inh HTS = inhibitors of PAX8-driven TPO luciferase reporter, primary screen, RMG-I cells, single concentration. SteadyGlo, 24 h. inhibition, % at 12.6 µM. 360,000 compounds, 1.2% hits. AID 652154, 2013;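 active = mean replicate inhibition at least 60% with every replicate also reaching 60%; inconclusive = only one of the two criteria is met; inactive = mean below 60% and not all replicates reaching 60%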;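 also: luciferase light reporting Pax8 driven TPO promoter activity; plate controls were median of neutral control wells for no effect and mitoxantrone controls for full effect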
An asterisk follows results filed as active; u = inconclusive; x = no result given; [ ] = another dose, or the depositor's remark. No enrichment for hits. Share with any hit: about 2.5%.

Assay codes – A = miR122 inh; B = FN deposit inh; C = LGR2 inh; D = PGC1a acetyl inh; E = Cneo AK release; F = CASP6 VEID inh; G = EWS-Fli block; H = PAX8 inh HTS
> CCC(C)Oc1nc2ccccc2nc1NS(=O)(=O)c1ccccc1 (configuration not stated)
  A: -4; B: -1; C: x; D: -3; E: 1; F: x; G: x; H: 8
> Cc1ccc(S(=O)(=O)N(C)C[C@@H]2Oc3c(NC(=O)NC(C)C)cccc3C(=O)N([C@H](C)CO)C[C@@H]2C)cc1
  A: -1[16.7 µM]; B: x; C: x; D: -5; E: 53; F: 1; G: 4; H: 16
> Cc1ccc(NC(=O)N2CCCC2C(=O)NCc2ccc3c(c2)OCO3)cc1 (configuration not stated)
  A: -5; B: -4; C: 17; D: 11; E: -1; F: 1; G: 0; H: 3
> Cc1ccc(NC(=O)Nc2ncnc3nc[nH]c23)cc1
  A: 5; B: 3; C: -60; D: -2; E: 0; F: -1; G: -66; H: -71
> Cn1cc(CC(=O)NCCCN2CCCC2=O)c2ccccc21
  A: 1; B: -7; C: -3; D: -1; E: -5; F: 2; G: -19; H: 0
> Cc1noc(C)c1S(=O)(=O)N(C)C[C@H]1Oc2ccc(NC(=O)Cc3ccccc3)cc2CC(=O)N([C@@H](C)CO)C[C@H]1C
  A: 0[16.7 µM]; B: x; C: 5; D: -4; E: -1; F: x; G: 3; H: 13
> Cc1cc(C)cc(NC(=S)N2CCN(Cc3ccccc3)CC2)c1
  A: 1; B: -12; C: 10; D: x; E: 5; F: 1; G: -5; H: 4
> CCCc1nnc(NC(=O)CN2C(=O)c3ccccc3S2(=O)=O)s1
  A: -11; B: 0; C: x; D: 6; E: 0; F: x; G: x; H: x
> Cc1ccc(CNCc2cc(Cl)ccc2O)cc1
  A: -2; B: 9; C: -10; D: 16; E: -5; F: -6; G: -21; H: -19
> Cc1ccc(OCC(=O)NCCNC(=O)c2cnccn2)cc1C
  A: x; B: -2; C: 11; D: x; E: 3; F: 0; G: -106; H: -3
> COc1ccc(NC(=O)C2Cc3c(-c4cccc(F)c4)ccnc3O2)cn1 (configuration not stated)
  A: -5; B: 3; C: 8; D: -8; E: 0; F: 14; G: -4; H: x
> CC(=O)NC[C@H]1[C@@H](c2ccccc2)[C@@H](CO)N1C(=O)Cc1cccnc1
  A: -14[16.7 µM]; B: -4; C: 2; D: 8; E: 1; F: -1; G: -1; H: -3
> COC(=O)Nc1ccc2c(c1)N(C(=O)CCN(C)C)c1ccccc1CC2
  A: 5; B: -3; C: 6; D: 4; E: 3; F: 1; G: 5; H: 5
> CC(=O)C1=C(C)N(Cc2ccccc2)C(=O)N[C@H]1CCc1ccccc1
  A: 47; B: -1; C: 3; D: -8; E: 3; F: 0; G: 10; H: -5
> CSCCC(NC(=O)COc1ccccc1)C(=O)OC(C)C(=O)Nc1ccccc1C (configuration not stated)
  A: 8; B: -4; C: 1; D: x; E: 3; F: 2; G: -7; H: -17
> CN1COc2ccc3ccccc3c2C1
  A: 0; B: -5; C: 20; D: -2; E: -7; F: 2; G: 5; H: -10
> CC1CCCCC12NC(=O)N(CC(=O)OCC(=O)NCc1ccc(F)cc1)C2=O (configuration not stated)
  A: 1; B: 15; C: 13; D: -1; E: 1; F: 0; G: -3; H: -8
> COc1cccc(-c2c(C(=O)N/N=C/c3ccoc3)nnn2-c2nonc2N)c1
  A: -5; B: -9; C: 1; D: -8; E: -1; F: 20; G: x; H: -10
> CSc1ccc(S(=O)(=O)NCCOc2ccccc2C)cc1
  A: x; B: x; C: -7; D: -5; E: x; F: 1; G: 0; H: x
> Cn1cc(CNCc2ccccc2OCC(O)CN2CCc3ccccc3C2)cn1 (configuration not stated)
  A: x; B: 2; C: 5; D: -6; E: x; F: -19; G: 12; H: -13
> Cc1cc(C(=O)N2CCN(Cc3ccccc3)CC2)on1
  A: -8; B: -4; C: -5; D: 2; E: 2; F: 1; G: -2; H: 1
> O=C(c1ccccc1F)N1CC(=O)N2[C@H](CO)[C@H](c3ccc(-c4ccc(F)cc4)cc3)[C@@H]2C1
  A: x; B: x; C: -3; D: 1; E: x; F: 3; G: -8; H: -8
> C[C@@H]1CN([C@H](C)CO)C(=O)c2cc(C#CC3CC3)cnc2O[C@@H]1CN(C)C(=O)c1ccc(F)cc1
  A: 2[16.7 µM]; B: x; C: -12; D: 4; E: -3; F: 0; G: -13; H: x
> Cc1ccc(N2CC(C(=O)Nc3nccs3)CC2=O)cc1Cl (configuration not stated)
  A: 96*; B: 1; C: 29; D: 22; E: 3; F: x; G: x; H: x
> C/C=C/c1ccc2c(c1)O[C@H](CN(C)Cc1ccccc1)[C@@H](C)CN([C@H](C)CO)S2(=O)=O
  A: 13[16.7 µM]; B: -7; C: -3; D: 0; E: 9; F: -1; G: 27; H: -20

The listing continues:
Assay codes – A = miR122 inh; B = FN deposit inh; C = LGR2 inh; D = PGC1a acetyl inh; E = Cneo AK release; F = CASP6 VEID inh; G = EWS-Fli block; H = PAX8 inh HTS
> COc1ccc(CN(C)C[C@H]2Oc3ccc(NC(=O)C4CCCCC4)cc3C(=O)N([C@H](C)CO)C[C@H]2C)cc1
  A: 2[16.7 µM]; B: x; C: 2; D: -23; E: 0; F: -2; G: -6; H: 2
> Cc1ccccc1C(=O)NC1CCCN(Cc2ccccc2F)C1 (configuration not stated)
  A: 2; B: -4; C: 7; D: 9; E: 0; F: 0; G: -1; H: 20
> CSc1ccc(C(=O)C2CCCN(Cc3ccc(N4CCNC4=O)cc3)C2)cc1 (configuration not stated)
  A: x; B: -3; C: -3; D: x; E: 1; F: -3; G: 9; H: -3
> CN(c1ccc(NC(=O)CCc2c[nH]c3ccccc23)cc1)c1ccccn1
  A: x; B: -10; C: -6; D: x; E: x; F: -1; G: 59*; H: 20
> Nc1cc(S(=O)(=O)Nc2ccc(Br)cc2)ccc1Cl
  A: x; B: 5; C: 8; D: x; E: x; F: 5; G: 5; H: 7
> Cc1ccc(S(=O)(=O)Oc2ccccc2/C=N/Nc2ccc(C(=O)O)cc2)cc1
  A: 6; B: -4; C: 15; D: -6; E: 0; F: 3; G: -8; H: -16
> Cc1ccc(NC(=O)C2CCCN(S(=O)(=O)c3c(C)noc3C)C2)c(C)c1 (configuration not stated)
  A: -2; B: -12; C: x; D: -8; E: 0; F: x; G: x; H: x
> COc1ccccc1-n1c(=O)c(C#N)c(-c2ccc([N+](=O)[O-])cc2)c2cc(C(=O)c3cc(F)ccc3O)cnc21
  A: -7; B: -4; C: -2; D: 3; E: x; F: 2; G: -3; H: -2
> CCOC(=O)N1CCN(Cc2nc3cc(NC(=O)CC(C)C)ccc3n2C)CC1
  A: -1; B: 1; C: -20; D: 10; E: 0; F: x; G: -4; H: 2
> CC(C)NC(=O)Nc1ccc2c(c1)C(=O)N([C@@H](C)CO)C[C@H](C)[C@H](CN(C)C(=O)Nc1ccccc1)O2
  A: 4[16.7 µM]; B: x; C: -4; D: 1; E: 0; F: 0; G: -3; H: -7
> CC1CC(C)(C)N(C(=O)CN2C(=O)c3ccccc3C2=O)c2ccccc21 (configuration not stated)
  A: -2; B: x; C: -4; D: 6; E: -2; F: x; G: x; H: x
> O=C(NCc1ccc(OC(F)(F)F)cc1)c1cccc2c1C(=O)c1ccc(N3CCCCC3)cc1S2(=O)=O
  A: x; B: 10; C: -24; D: x; E: 0; F: -9; G: -6; H: -32
> COc1cccc(NC(=S)N2CCC(c3ccc(C)cc3)C2)c1 (configuration not stated)
  A: -1; B: -8; C: -42; D: 0; E: 33; F: 3; G: -61; H: -65
> C/C=C/c1ccc2c(c1)O[C@H](CN(C)Cc1ccncc1)[C@@H](C)CN([C@@H](C)CO)S2(=O)=O
  A: 7[16.7 µM]; B: 13; C: 1; D: -8; E: -2; F: 3; G: 11; H: x
> Cc1cc(C(=O)Nc2cccc3c2O[C@@H](CN(C)Cc2ccc4c(c2)OCO4)[C@H](C)CN([C@H](C)CO)C3=O)n(C)n1
  A: 9[16.7 µM]; B: x; C: -9; D: -7; E: -3; F: 2; G: -13; H: -6
> COC(=O)c1ccc(OCC(=O)N2CCCc3ccccc32)cc1
  A: -1; B: -3; C: 1; D: 4; E: -1; F: 2; G: -1; H: -3
> O=C(CCNS(=O)(=O)c1ccccc1)NNC(=O)c1cccc(Cl)c1
  A: 1; B: 1; C: 4; D: -1; E: 0; F: 2; G: -8; H: -2
> CCC(C)c1ccccc1NC(=O)c1cc(C)no1 (configuration not stated)
  A: x; B: 2; C: -16; D: x; E: 0; F: -2; G: 4; H: -16
> Cc1sc2ncnc(N3CCC(C(=O)Nc4ccc(OC(F)F)c(Cl)c4)CC3)c2c1C
  A: x; B: 2; C: u; D: x; E: 3; F: -4; G: 3; H: 15
> COc1ccc(S(=O)(=O)N[C@@H]2CC[C@H](CCn3cc(-c4ccccc4F)nn3)O[C@@H]2CO)cc1
  A: x; B: -6; C: 10; D: 3; E: 47; F: 1; G: 4; H: 8
> COc1cccc(CNc2ccc3c(c2)ncn3C)c1OC
  A: -2; B: -8; C: -5; D: 0; E: 1; F: -3; G: 13; H: -22
> C[C@@H]1CN([C@H](C)CO)C(=O)Cc2cc(NS(=O)(=O)c3cccs3)ccc2O[C@H]1CN(C)Cc1ccc(Cl)c(Cl)c1
  A: -9[16.7 µM]; B: x; C: 13; D: 3; E: 3; F: -2; G: -14; H: x
> COc1cc(/C=C/C(=O)OCC(=O)Nc2cccc(F)c2)ccc1O
  A: -2; B: 1; C: x; D: -7; E: -3; F: -8; G: 14; H: 5

Three consecutive compounds already listed:
Assay codes – A = miR122 inh; B = FN deposit inh; C = LGR2 inh; D = PGC1a acetyl inh; E = Cneo AK release; F = CASP6 VEID inh; G = EWS-Fli block; H = PAX8 inh HTS
> COc1cccc(CNc2ccc3c(c2)ncn3C)c1OC
  A: -2; B: -8; C: -5; D: 0; E: 1; F: -3; G: 13; H: -22
> C[C@@H]1CN([C@H](C)CO)C(=O)Cc2cc(NS(=O)(=O)c3cccs3)ccc2O[C@H]1CN(C)Cc1ccc(Cl)c(Cl)c1
  A: -9[16.7 µM]; B: x; C: 13; D: 3; E: 3; F: -2; G: -14; H: x
> COc1cc(/C=C/C(=O)OCC(=O)Nc2cccc(F)c2)ccc1O
  A: -2; B: 1; C: x; D: -7; E: -3; F: -8; G: 14; H: 5

Compound activity (PubChem BioAssay)
